# High-throughput results as filed in PubChem BioAssay.
# AMA1 RON2 block: qHTS for Inhibitors of AMA1-RON; Towards Development of Antimalarial Drug Lead: Primary Screen; AlphaScreen AMA1-biotinylated RON2 peptide binding; hit rate 0.2% among 360,000; AID 720542, 2013; Plasmodium falciparum AMA1 (3D7) - RON2 peptide interaction; Potency, µM (doses to about 58.2 µM), for inactives: top-dose activity change, negative = inhibition, hits mostly inhibitors;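 further: potency means the concentration at half of the fitted maximal effect; 0% = vehicle wells and -100% = peptide control; nearly all actives have a fitted effect of over 45% in size; some results filed as inactive show a strong effect at the top dose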
#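 AMA1 (3D7) with his tag at 25 nM final met compounds first, then biotinylated RON2 peptide at 25 nM; detection used donor plus acceptor beads, 10 µg/mL apiece, read by AlphaScreen after 30 min at room temperature.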
# Shiga inhibitor: A qHTS for Small Molecule Inhibitors of Shiga Toxin; Vero cells, Shiga toxin protein synthesis inhibition reporter; inhibition, % at 38.7 µM; hit rate 9.2% among 290,000; AID 2315, 2010; in the data active means inhibition mostly above about 28%, no sharp cut-off; inactive means mostly below about 43%; further: 0% is about no effect
# LmPK inh: qHTS Assay for Inhibitors of Leishmania Mexicana Pyruvate Kinase (LmPK); purified LmPK, Kinase-Glo ATP luminescence, 1 h; AID 1721, 2009; hit rate 0.37% among 290,000; Potency, µM (highest dose often 57.5 µM), inactives show at the top dose activity change, negative = inhibition, actives largely listed as inhibitors; Q27686; further: potency means the concentration at half of the fitted maximal effect; on the % scale 0 is the no-effect control and ±100 the full control effect
# Target sequence (Q27686 whole entry, looked up): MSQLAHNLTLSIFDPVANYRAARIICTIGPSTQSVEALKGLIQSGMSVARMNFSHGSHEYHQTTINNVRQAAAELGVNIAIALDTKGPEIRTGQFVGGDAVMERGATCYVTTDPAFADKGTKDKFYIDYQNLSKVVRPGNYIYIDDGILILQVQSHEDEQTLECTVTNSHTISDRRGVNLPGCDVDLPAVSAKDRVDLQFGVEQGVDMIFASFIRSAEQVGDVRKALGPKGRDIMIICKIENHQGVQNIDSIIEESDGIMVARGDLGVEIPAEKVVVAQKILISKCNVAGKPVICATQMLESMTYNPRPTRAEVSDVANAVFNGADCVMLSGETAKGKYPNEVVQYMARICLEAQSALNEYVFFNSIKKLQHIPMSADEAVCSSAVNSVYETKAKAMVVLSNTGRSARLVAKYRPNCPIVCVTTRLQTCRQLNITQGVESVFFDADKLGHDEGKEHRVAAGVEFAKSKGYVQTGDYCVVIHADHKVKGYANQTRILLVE
#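 In 50 mM imidazole pH 7.2 with 7 mM MgCl2, LmPK (0.1 nM) turned over PEP (0.5 mM) and ADP (0.1 mM) for 1 h at room temperature. Luciferase read-out of ATP.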
# Pf growth 96h: Primary qHTS for delayed death inhibitors of the malarial parasite plastid, 96 hour incubation. hit rate 6.9% among 320,000. AID 504834, 2011. P. falciparum luciferase reporter growth, 96 h. Potency, µM (series often up to 28.7 µM), inactives show at the highest dose activity change, negative = inhibition, actives largely listed as inhibitors; further: potency means the concentration at half of the fitted maximal effect; on the % scale 0 is the no-effect control and ±100 the full control effect
#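 96 h incubation, 37 C, 5% CO2, of luciferase-reporter P. falciparum-infected RBCs (2% hematocrit, 0.05% parasitemia final) with test compounds; endpoint luminescence.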
# Tb PYK inh: qHTS of Trypanosoma Brucei Inhibitors; TbPYK enzyme, Kinase-Glo Plus ATP luminescence, 45 min; Potency, µM (top dose mostly 76.8 µM), without a hit: at the top dose activity, negative = inhibition, hits mostly inhibitors; pyruvate kinase (Trypanosoma brucei), Q57TT1; hit rate 0.12% among 410,000; further: potency means the concentration at half of the fitted maximal effect; on the % scale 0 is the no-effect control and ±100 the full control effect; nearly all actives have a fitted effect of over 50% in size
#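 TbPYK + substrate in 50 mM TEA pH 7.2, 100 mM KCl, 10 mM MgCl2, 0.05% BSA, 0.01% Tween-20; cpd pinned; ADP 130 uM final; 45 min RT; Kinase-Glo Plus 10 min; luminescence endpoint.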
# Pf growth 48h: Primary qHTS for delayed death inhibitors of the malarial parasite plastid, 48 hour incubation; hit rate 5.9% among 310,000; Potency, µM (doses to about 28.7 µM), for inactives: top-dose activity change, negative = inhibition, usual class: inhibitors; P. falciparum luciferase growth in erythrocytes, 48 h; further: potency means the concentration at half of the fitted maximal effect; on the % scale 0 is the no-effect control and ±100 the full control effect
#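 Luminescence readout; reporter = integrated firefly luciferase in P. falciparum. RBC culture at 2% hematocrit, 0.1% parasitemia final, 37 C/5% CO2; decreased signal taken as growth inhibition.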
# CHX counter: Cycloheximide Counterscreen for Small Molecule Inhibitors of Shiga Toxin. cell reporter, cycloheximide protein synthesis inhibition counterscreen. max response, %. hit rate 12% among 300,000. AID 2314, 2010; in the data active means max response mostly above about 13%, no sharp cut-off; inactive means mostly below about 14%; further: read at 38.3 µM for the half of the compounds with a filed dose; 0% is about no effect
# An asterisk follows results filed as active; u = inconclusive; x = no result given; [ ] = another dose, or the depositor's remark. Unless noted, the call rests on the fitted dose curve; in most records, active means well fitted curve in the direction sought with a large enough effect; inconclusive means small, poorly fitted or top-dose-only effect, or another doubt; inactive means no such curve, though single readings can be large; an effect the other way counts as inactive or inconclusive.
# Short keys – A = AMA1 RON2 block; B = Shiga inhibitor; C = LmPK inh; D = Pf growth 96h; E = Tb PYK inh; F = Pf growth 48h; G = CHX counter
CCOCCn1c(=O)c2c(nc3n2CCCN3CCc2ccccc2)n(C)c1=O
  A = 4% | B = -2 | C = -13% | D = 15µM* | E = 4% | F = u | G = -1

COc1ccc2nc(NC(=O)Nc3cccc4ccccc34)sc2c1
  A = 9% | B = 56 | C = 3% | D = 48%[activator] | E = -26% | F = -16% | G = 23

CC(C)c1nnc(NC(=O)CCC(=O)Nc2ccc(F)cc2)s1
  A = -12% | B = -9 | C = 1% | D = 170%[activator] | E = -6% | F = 33%[activator] | G = -2

COC(=O)c1ccc(COc2ccc3c(C)c(C)c(=O)oc3c2)o1
  A = -3% | B = 26 | C = 3% | D = u | E = 0% | F = 33%[activator] | G = 9

COC(=O)Nc1nc(C)c(C(=O)c2ccccc2)s1
  A = 10% | B = -8 | C = -3% | D = 29% | E = 7% | F = x | G = -4

Cc1cc(C(=O)NN=C2CCCCCCC2)c2ccccc2n1
  A = 51%[activator] | B = x | C = x | D = 8% | E = -7% | F = 11% | G = x

CCOc1ccc(NC(=O)CN(C)C(=O)/C=C/c2ccc(S(=O)(=O)N3CCCCCC3)cc2)cc1OCC
  A = 0% | B = x | C = x | D = -2% | E = -4% | F = u | G = x

CSCCC(NC(=O)c1ccco1)C(=O)OCc1cc([N+](=O)[O-])cc2c1OCOC2 (centres undefined)
  A = -14% | B = -17 | C = 2% | D = 1% | E = 2% | F = 79%[activator] | G = -1

N=C1C(c2nc3ccccc3s2)=C(O)CN1NC(=O)c1ccccc1[N+](=O)[O-]
  A = 0% | B = 17 | C = 1% | D = 3% | E = -1% | F = 53%[activator] | G = 4

CCC(C(=O)OCC(=O)Nc1c(C)nn(-c2ccccc2)c1C)c1ccccc1 (centres undefined)
  A = -11% | B = x | C = x | D = 24% | E = -2% | F = u | G = x

CC1=C([N+](=O)[O-])C(c2ccccc2)C2=C(N1)c1ccccc1C2=O (centres undefined)
  A = u | B = -13 | C = -10% | D = 2.9µM* | E = -11% | F = x | G = -1

CCC(=O)Nc1c(-c2ccc(Cl)cc2)c(=O)c2ccccc2n1C
  A = 8% | B = -11 | C = 2% | D = 3% | E = 3% | F = 0% | G = 1

CC(=O)C[C@H](O)CC(=O)[C@@H]1OC(=O)CCCCCCc2ccccc21
  A = -7% | B = x | C = x | D = 67%[activator] | E = 5% | F = 58%[activator] | G = x

O=C(NCc1ccccn1)C1CCN(S(=O)(=O)c2ccccc2F)CC1
  A = 57%[activator] | B = x | C = x | D = -8% | E = -2% | F = -23% | G = x

CCCn1cnc2c(c1=O)c1nc3ccccc3nc1n2CCc1ccccc1
  A = 0% | B = 1 | C = 1% | D = -8% | E = 0% | F = 5% | G = -4

CCOC(=O)c1c(C)c(C(=O)NCc2ccccn2)c(C)n1CC
  A = 12% | B = -1 | C = -2% | D = 12% | E = -4% | F = -7% | G = -1

CCN(CC(=O)N1CCN(Cc2ccccc2)CC1)S(=O)(=O)c1ccccc1
  A = -4% | B = -7 | C = -7% | D = u | E = -7% | F = 6% | G = 1

COc1ccc(-n2c(C)nn(C)c2=O)c(OC)c1
  A = 3% | B = -11 | C = -2% | D = 24% | E = 4% | F = 0% | G = -8

NC(=O)NCCCC(=O)OCC(=O)c1ccc2ccccc2c1
  A = -2% | B = 23 | C = 5% | D = 24% | E = 0% | F = 12% | G = 21*

COc1ccc(C2SCCN2C(=O)c2ccc([N+](=O)[O-])cc2)cc1 (centres undefined)
  A = -13% | B = 15 | C = 9% | D = 10% | E = -6% | F = -7% | G = -9

COc1ccc(CNC(=O)CSc2nc3ccc(N)cc3s2)cc1
  A = 70%[activator] | B = -9 | C = 1% | D = 22% | E = -13% | F = 6% | G = -2

Cc1c2c(nc3ccccc13)CC(C)(C)CC2=O
  A = 0% | B = 18 | C = 10% | D = 2% | E = 1% | F = -2% | G = 1

O=C1COc2ccc(C(=O)COC(=O)c3ccccn3)cc2N1
  A = 89%[activator] | B = x | C = x | D = 4% | E = 4% | F = 28% | G = x

CC(=O)N1CCN(CC(=O)Nc2ccccc2Sc2ccccc2)CC1
  A = 26% | B = 5 | C = 5% | D = u | E = -11% | F = -18% | G = -3

CC(C)C(=O)N=C1SC2CS(=O)(=O)CC2N1Cc1ccc(Cl)cc1 (centres undefined)
  A = -6% | B = 15 | C = 1% | D = 34%[activator] | E = 0% | F = 21% | G = 4

# Going on with the list:
molecule	AMA1 RON2 block	Shiga inhibitor	LmPK inh	Pf growth 96h	Tb PYK inh	Pf growth 48h	CHX counter
COc1ccc(C(=O)CCNc2ccc3c(c2)OCCO3)cc1	-21%	59*	1%	-4%	-20%	5%	27
O=C1COc2ccc(C(=O)c3ccccc3)cc2CN1	-6%	-5	-3%	x	2%	4%	-2
COC(=O)N/N=C/c1cn(CCCOc2ccc(C)cc2)c2ccccc12	-9%	37*	1%	30%	0%	65%[activator]	44*
Cc1sc2nc(CN(Cc3cccs3)C(=O)C3CC3)[nH]c(=O)c2c1C	2%	5	2%	x	-6%	-25%	6
CC1CCCC(NC(=O)Nc2cccs2)C1C (centres undefined)	-13%	38	3%	-62%	-1%	1%	7
Cc1nn(-c2ccc(F)cc2)c2c1cc(C#N)c1nc3ccccc3n12	3%	13	0%	7%	6%	-9%	3
CS(=O)(=O)Nc1ccc(C2=NN(C(=O)c3ccco3)C(c3ccco3)C2)cc1 (centres undefined)	-2%	-15	-1%	u	-11%	u	2
CN1C(=O)C(=Cc2cn(CC(=O)N3CCCC3)c3ccccc23)C(=O)N(C)C1=O	0%	-6	-6%	3%	2%	7%	-3
COC(=O)[C@@H]1[C@@H](C)OC(=O)N[C@H]1c1ccccc1	-1%	-8	3%	-12%	0%	35%[activator]	-4
O=C1NN(c2ccc(F)cc2)C(=O)/C1=C\C=C\c1ccco1	-8%[11.6 µM]	9	-5%	1.7µM*	-10%	-1%	-2
COc1ccccc1NC(=O)Nc1ccnn1C1CCN(C(=O)c2ccccn2)CC1	21%	-2	-4%	-9%	0%	-23%	1
COc1ccc(N(CC(O)CN2CCOCC2)S(=O)(=O)c2ccc(C)cc2)cc1 (centres undefined)	6%	-8	-5%	3%	-1%	28%	-5
Cc1ccn(Cc2n[nH]c(=S)n2Cc2ccccc2)n1	-1%	-14	-14%	-7%	u	x	-3
CC1(C)CC(c2csc(N)n2)CCO1 (centres undefined)	-17%	-10	4%	x	0%	29%	-6
COc1ccccc1-c1c(C(F)(F)F)oc2cc(OC(=O)c3ccccc3[N+](=O)[O-])ccc2c1=O	-12%	24	4%	u	3%	0%	7

# Looked up one by one from the list above:
molecule	AMA1 RON2 block	Shiga inhibitor	LmPK inh	Pf growth 96h	Tb PYK inh	Pf growth 48h	CHX counter
COC(=O)N/N=C/c1cn(CCCOc2ccc(C)cc2)c2ccccc12	-9%	37*	1%	30%	0%	65%[activator]	44*
CN1C(=O)C(=Cc2cn(CC(=O)N3CCCC3)c3ccccc23)C(=O)N(C)C1=O	0%	-6	-6%	3%	2%	7%	-3
O=C1COc2ccc(C(=O)c3ccccc3)cc2CN1	-6%	-5	-3%	x	2%	4%	-2
COc1ccccc1-c1c(C(F)(F)F)oc2cc(OC(=O)c3ccccc3[N+](=O)[O-])ccc2c1=O	-12%	24	4%	u	3%	0%	7
O=C1NN(c2ccc(F)cc2)C(=O)/C1=C\C=C\c1ccco1	-8%[11.6 µM]	9	-5%	1.7µM*	-10%	-1%	-2
COC(=O)[C@@H]1[C@@H](C)OC(=O)N[C@H]1c1ccccc1	-1%	-8	3%	-12%	0%	35%[activator]	-4

# Remaining list, next part:
molecule	AMA1 RON2 block	Shiga inhibitor	LmPK inh	Pf growth 96h	Tb PYK inh	Pf growth 48h	CHX counter
Cc1ccc(OCc2ccc(C(=O)NNC(=S)NCC3CCCO3)o2)c([N+](=O)[O-])c1 (centres undefined)	72%[activator]	-9	-1%	8%	-5%	25%	-2
CCOc1ccc(CCNC(=O)COC(=O)/C=C/c2ccc(OCC#N)c(OC)c2)cc1OCC	-1%	-3	-1%	-26%	0%	-12%	-3
O=C(COc1ccc2c3c(c(=O)oc2c1)CCCC3)N1CCN(c2ccccc2)CC1	1%	-4	-15%	u	2%	-2%	-3
CCOc1ccc(/C=N/NC(=O)CCC(=O)Nc2ccc(F)cc2)cc1	-1%	14	-6%	-3%	-13%	16%	3
C/C(=N/NC(=O)c1ccc(C)s1)c1cccnc1	18%	71*	2%	0%	6%	105%[activator]	34*
C/C(=N/OC(=O)c1ccc(C(F)(F)F)cc1)c1oc(C)nc1C	20%	-5	u	53%[activator]	-11%	u	-1
CCCn1c(N)c(N(C)C)c(=O)n(CC(=O)Nc2ccc(OC(F)(F)F)cc2)c1=O	2%	2	0%	10µM*	-6%	-2%	-3
CC(C)c1[nH]nc2c1C1(CCN(Cc3ccccc3)CC1)C(C#N)=C(N)O2	32%[activator]	10	-1%	u	7%	-5%	-1
Cn1c(N)c(C(=O)CSc2ccccn2)c(=O)n(C)c1=O	-9%	47*	-2%	10%	-17%	67%[activator]	15
COC(=O)COc1ccc(S(=O)(=O)Nc2ccc(NC(C)=O)cc2)cc1C	-16%	-4	-4%	-11%	-1%	7%	1
CC(C)CN1CN(S(=O)(=O)c2cccs2)c2nc3ccccc3nc21	x	13	2%	u	x	11%	11
CCOC(=O)c1csc(NC(=O)c2cccs2)n1	-2%	103*	7%	67%[activator]	-6%	109%[activator]	33*
O=C(CN1CCC(c2nc3ccccc3s2)CC1)NCc1ccccc1	0%	22	6%	36%[activator]	1%	u	2
